Screening results as filed in PubChem.
GSK3 alpha inh: human GSK-3 alpha kinase inhibition; P49840; ADP-Glo luminescence, 60 min; inhibition, % at 10 µM; 320,000 compounds, 0.1% hits; AID 2650;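 in the data active = inhibition above about 50%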;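 also: GST-tagged GSK-3 alpha with peptide substrate and 25 µM ATP; 0% = DMSO neutral wells and 100% = GW8510 positive control wells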
Target sequence (P49840 whole entry, looked up): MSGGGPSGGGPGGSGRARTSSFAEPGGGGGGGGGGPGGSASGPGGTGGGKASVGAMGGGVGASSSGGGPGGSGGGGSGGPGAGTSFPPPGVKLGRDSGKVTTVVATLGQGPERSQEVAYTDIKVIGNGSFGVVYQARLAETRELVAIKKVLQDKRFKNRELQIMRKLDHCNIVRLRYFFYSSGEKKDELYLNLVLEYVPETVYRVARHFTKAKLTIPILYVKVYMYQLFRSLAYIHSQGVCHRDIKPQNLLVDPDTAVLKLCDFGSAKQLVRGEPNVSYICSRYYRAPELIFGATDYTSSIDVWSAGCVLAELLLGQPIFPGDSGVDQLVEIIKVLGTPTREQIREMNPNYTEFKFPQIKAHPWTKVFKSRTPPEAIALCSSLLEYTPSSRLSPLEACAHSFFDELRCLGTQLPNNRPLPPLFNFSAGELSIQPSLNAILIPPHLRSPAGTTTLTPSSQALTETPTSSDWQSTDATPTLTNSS
HSF1 inhib: HSF1 inhibition. 300,000 compounds, 0.77% hits. NIH3T3-HGL HSE-luciferase, MG132-induced, luminescence 8 h; hits give low values. activity change, negative = inhibition, % at 7.5 µM (by protocol);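 active = more than half of replicate wells show activity change below -50%, luminescence cut by over half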;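 also: luciferase reports HSF-1 transcriptional activity via heat shock element; 0% = median of DMSO wells and -100% = zero luminescence signal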
KLF5 inh: inhibitors of KLF5 expression; inhibition, % at 5 µM; 290,000 compounds, 0.23% hits; DLD-1 KLF5 promoter-luciferase reporter, luminescence;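 active = inhibition above a per-plate limit of that plate's mean compound inhibition plus 3 SD, cut at about 60% in these data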;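 also: 0% = DMSO wells and 100% = LY294002 at 200 µM; higher means less KLF5 promoter-driven luciferase light; inactives centre near -14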
aSyn 5UTR inh: MLPCN primary screen, SNCA 5' untranslated region; inhibition, % (tested at 7.5 µM); alpha-synuclein 5'UTR reporter, inhibitor activity; 300,000 compounds, 0.82% hits; in the data active = inhibition above about 60%;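 also: H4 neuroglioblastoma cells stably carrying SNCA 5'UTR luciferase fusion; 0% = DMSO wells and 100% = positive control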
Dyrk1A ADPGlo: Dyrk1A (rat) kinase inhibition; 310,000 compounds, 0.43% hits; inhibition, % at 12.5 µM; ADP-Glo luminescence, NFATc1 peptide; AID 504441; in the data active = inhibition above about 50%;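 also: plate controls were vehicle with enzyme for no effect and no enzyme for full effect; many of its hits are not listed in these tables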
Platelet DG rel: platelet dense granule release activity; human platelet-rich plasma, SFLLRN dense granule ATP release, luminescence; inhibition, %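 (compounds screened at 7.5 µM in platelet-rich plasma)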; 300,000 compounds, 0.22% hits; AID 1663;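 active = mean replicate score, as percent of positive control, at or above 50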
GSK3B inh: inhibitors of human GSK3beta kinase; P49841; GST-GSK3beta kinase, ADP-Glo luminescence, 60 min; hits give low values; activity score (negative = inhibition), % at 10 µM; 300,000 compounds, 0.038% hits; AID 2097;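 active = more than half of replicate wells score below -50%, meaning over 50% inhibition versus plate controls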;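 also: 0% = median DMSO wells and -100% = median GW8510 positive control wells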
Target sequence (P49841 whole entry, looked up): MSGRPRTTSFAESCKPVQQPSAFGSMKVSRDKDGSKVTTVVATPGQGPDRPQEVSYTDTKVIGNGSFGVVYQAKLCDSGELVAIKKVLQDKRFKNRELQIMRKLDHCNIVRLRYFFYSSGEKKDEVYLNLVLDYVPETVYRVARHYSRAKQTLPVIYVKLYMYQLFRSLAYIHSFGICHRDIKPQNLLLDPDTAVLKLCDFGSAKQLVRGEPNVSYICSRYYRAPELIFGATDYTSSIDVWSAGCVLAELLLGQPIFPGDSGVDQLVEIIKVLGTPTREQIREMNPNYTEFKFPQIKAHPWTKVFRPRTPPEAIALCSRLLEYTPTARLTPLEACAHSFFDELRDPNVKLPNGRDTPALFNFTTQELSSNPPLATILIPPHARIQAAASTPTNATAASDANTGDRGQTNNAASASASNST
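Test system: GST-fused GSK3beta enzyme, cell-free | Quantity: 1.6 ng GST-GSK3beta enzyme per well | Reagent: 25 µM ATP with peptide substrate | Schedule: 60 min enzyme reaction, room temperature | Signal: Luminescent ADP-Glo measurement of ADP formed | Read-out basis: Score relative to plate controls | Control set: DMSO and 20 µM GW8510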
HSP90 refold inh: HSP90 refolding inhibition in rabbit reticulocyte lysate. luciferase refolding luminescence, 3 h. inhibition, % at 5.6 µM. 290,000 compounds, 0.91% hits. AID 1789;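 active = inhibition above the screen-wide mean plus 3 SD, computed separately per campaign, cut at about 16% in these data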;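 also: 0% = DMSO wells and 100% = 60 µM geldanamycin wells; inhibitors lower the luminescence because luciferase stays unfolded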
IEC-6 cytotox: counter-screen for KLF5 inhibitors: cytotoxicity in IEC-6 cells | inhibition, % at 5 µM | IEC-6 cytotoxicity, luminescence viability | 290,000 compounds, 0.78% hits; in the data active = inhibition above about 22%;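 also: 0% = plate median of test compound wells and 100% = cytotoxic reference compound wells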
HSF1 activator: increases HSF-1 driven luciferase reporter signal | NIH3T3-HGL HSF-1 luciferase reporter, MG132, 8 h; 100% = twice DMSO control signal | activation, % at 9 µM | 300,000 compounds, 1.7% hits | AID 504408;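 active = mean replicate activation of at least 50% with a set share of replicates each reaching 50%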;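 also: 0% = median of the neutral control wells and 100% = twice that signal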
The depositor's hits bear a star; / = not tested or not shown.

Every second line gives: HSF1 activator, HSP90 refold inh, GSK3 alpha inh, Dyrk1A ADPGlo, KLF5 inh, HSF1 inhib, Platelet DG rel, IEC-6 cytotox, GSK3B inh, aSyn 5UTR inh
O=C(Nc1ccc2c(c1)OCCO2)C1CCCN(S(=O)(=O)c2cnc[nH]2)C1 (stereo not drawn)
→ -4, 2, /, -11, -13, -1, -16, 4, -4, -10
CN(CC(=O)Nc1ccc(N2CCOCC2)cc1)C(=O)CCCOc1ccc(Cl)cc1Cl
→ 14, /, 0, -12, /, 12, 6, /, -2, 14
CCOC(=O)n1cc(-c2cnc(CNC(=O)C(C)(c3ccccc3)c3ccccc3)o2)c2ccccc21
→ -26, 4, -2, /, -8, -1, 1, 0, -2, 3
CCc1nc(OCCN(C)C)c2oc3ccccc3c2n1
→ -3, 4, 1, 13, -15, -2, -4, 5, -7, -3
Clc1ccc(-c2csc3ncnc(Cl)c23)cc1
→ 0, 0, -6, -1, -17, 0, 9, -5, -23, 17
CCOc1ccc2noc3c2c1C(=O)c1ccccc1-3
→ 32, 8, 6, 1, -31, 6, 1, 0, 1, -34
Cc1sc(NC(=O)C2CCCCC2C(=O)O)c(C(N)=O)c1C (stereo not drawn)
→ -8, -1, -5, 3, -39, 6, -7, 5, -3, -10
CCOc1cccc(CN2CCC(Oc3ccc(C(=O)N4CCCC4)cc3)CC2)c1
→ -3, -11, -1, -1, -6, -1, 6, -7, -2, -21
O=c1[nH]cnc(O)c1C(c1cccc([N+](=O)[O-])c1)c1c(O)nc[nH]c1=O
→ 2, 3, 2, 9, -2, -13, 1, 1, 1, -17
O=C(NC1CCCC1)C(c1ccncc1)N(Cc1ccco1)C(=O)c1ccc(-c2ccccc2)[nH]1 (stereo not drawn)
→ 122*, -1, 0, 7, -35, 114, -2, -5, 4, -68
O=C(Nc1ccnn1C1CCN(Cc2ccc(F)cc2)CC1)C1CC1
→ -6, 1, /, /, -22, -10, 2, 4, 0, -12
COC(=O)C1CCN(S(=O)(=O)c2c(C)n(C)c(=O)n(C)c2=O)CC1
→ -6, 6, -1, -2, -28, -4, 5, 2, 1, -7
CCCc1nnc2n1N=C(c1ccc([N+](=O)[O-])cc1)CS2
→ -16, -1, 2, 0, -2, -9, 3, 8, -1, 18
O=C(c1cccc(F)c1)N1CCc2ccccc21
→ /, 7, -6, 2, -30, /, -4, 0, -2, 9
COC(=O)[C@@]1(Cc2ccccc2)C=C[C@@H](C)N1C(C)=O
→ 5, /, 0, -2, /, -1, 4, /, -2, -3
Cc1oc(-c2cc(F)cc(F)c2)nc1CN1CCN(C(=O)c2ccco2)CC1
→ 12, -3, -1, 13, 0, -4, 1, -1, -4, 5
Nc1nonc1C(=O)NCCNS(=O)(=O)c1ccc(F)cc1
→ 43, -2, -4, -8, -27, 5, 21, 2, 0, 8
CC(C)C1Nc2ccc(C(=O)O)cc2C2C=CCC21 (stereo not drawn)
→ -4, 1, -1, 5, -10, -8, 3, -34, 3, 6
CC(=O)Nc1ccc(NC(=O)CN2CCCC(C)C2)c(Cl)c1 (stereo not drawn)
→ 23, -3, -3, -3, -34, 12, -6, 3, 0, -105
CNc1nc(N)c(C(=O)Nc2cc(C)on2)s1
→ 1, -3, -3, /, -19, 3, -3, 1, -1, -42

Shown as a markdown table: part of the list above.
| SMILES | HSF1 activator | HSP90 refold inh | GSK3 alpha inh | Dyrk1A ADPGlo | KLF5 inh | HSF1 inhib | Platelet DG rel | IEC-6 cytotox | GSK3B inh | aSyn 5UTR inh |
| --- | --- | --- | --- | --- | --- | --- | --- | --- | --- | --- |
| O=C(Nc1ccc2c(c1)OCCO2)C1CCCN(S(=O)(=O)c2cnc[nH]2)C1 (stereo not drawn) | -4 | 2 | / | -11 | -13 | -1 | -16 | 4 | -4 | -10 |
| CN(CC(=O)Nc1ccc(N2CCOCC2)cc1)C(=O)CCCOc1ccc(Cl)cc1Cl | 14 | / | 0 | -12 | / | 12 | 6 | / | -2 | 14 |
| CCOC(=O)n1cc(-c2cnc(CNC(=O)C(C)(c3ccccc3)c3ccccc3)o2)c2ccccc21 | -26 | 4 | -2 | / | -8 | -1 | 1 | 0 | -2 | 3 |
| CCc1nc(OCCN(C)C)c2oc3ccccc3c2n1 | -3 | 4 | 1 | 13 | -15 | -2 | -4 | 5 | -7 | -3 |
| Clc1ccc(-c2csc3ncnc(Cl)c23)cc1 | 0 | 0 | -6 | -1 | -17 | 0 | 9 | -5 | -23 | 17 |
| CCOc1ccc2noc3c2c1C(=O)c1ccccc1-3 | 32 | 8 | 6 | 1 | -31 | 6 | 1 | 0 | 1 | -34 |
| Cc1sc(NC(=O)C2CCCCC2C(=O)O)c(C(N)=O)c1C (stereo not drawn) | -8 | -1 | -5 | 3 | -39 | 6 | -7 | 5 | -3 | -10 |
| CCOc1cccc(CN2CCC(Oc3ccc(C(=O)N4CCCC4)cc3)CC2)c1 | -3 | -11 | -1 | -1 | -6 | -1 | 6 | -7 | -2 | -21 |
| O=c1[nH]cnc(O)c1C(c1cccc([N+](=O)[O-])c1)c1c(O)nc[nH]c1=O | 2 | 3 | 2 | 9 | -2 | -13 | 1 | 1 | 1 | -17 |
| O=C(NC1CCCC1)C(c1ccncc1)N(Cc1ccco1)C(=O)c1ccc(-c2ccccc2)[nH]1 (stereo not drawn) | 122* | -1 | 0 | 7 | -35 | 114 | -2 | -5 | 4 | -68 |
| O=C(Nc1ccnn1C1CCN(Cc2ccc(F)cc2)CC1)C1CC1 | -6 | 1 | / | / | -22 | -10 | 2 | 4 | 0 | -12 |

(cont.)
Every second line gives: HSF1 activator, HSP90 refold inh, GSK3 alpha inh, Dyrk1A ADPGlo, KLF5 inh, HSF1 inhib, Platelet DG rel, IEC-6 cytotox, GSK3B inh, aSyn 5UTR inh
CC12CCC(C(=O)OC3CCCCC3)(OC1=O)C2(C)C (stereo not drawn)
→ -15, 0, 0, -6, 0, -5, 1, -6, 0, 3
CCOC(=O)CC1=C(C#N)C(c2cccnc2)C(C(=O)OCC)=C(N)O1 (stereo not drawn)
→ 4, -1, -3, 1, -4, -4, -18, -6, 3, -4
CC1Cc2ccccc2N1C(=O)Cn1nc(C(=O)O)c2ccccc2c1=O (stereo not drawn)
→ 6, 4, -4, 16, 1, 1, 11, 6, -8, -6
CC(=O)Nc1ccc(/C(C)=N/NS(=O)(=O)c2ccccc2)cc1
→ -32, -3, -1, -6, -14, -27, -89, -2, 4, -6
COc1ccc(C(=O)Cn2cnc3ccccc3c2=O)cc1
→ 39, -2, -3, -7, -70, 31, -1, 1, 2, -146
O=C(Nc1ccnn1C1CCN(CCCc2ccccc2)CC1)c1ccccc1
→ 9, 1, 0, 2, -31, -8, 0, -8, -1, -8
CC(C)CC(C(=O)Nc1cccc(O)c1)N1C(=O)c2ccccc2C1=O (stereo not drawn)
→ -67, -2, -2, -3, -22, -59*, -1, -5, 3, -9
CC1=Nc2ccccc2/C1=C/c1c(N)n2c(S(=O)(=O)C(C)C)nsc2nc1=O
→ 3, -1, 2, 1, 11, -10, 4, -11, 3, 8
Cc1cnc(NC(=O)c2ccc3c(c2)C(=O)N(Cc2cccnc2)C3=O)s1
→ -2, 5, 0, 0, -34, 6, -2, -3, -2, -10
O=C(Cn1cccc1C(=O)c1ccccc1)NCCc1ccc(Cl)cc1
→ 7, -6, 0, 5, -6, 16, -7, -4, -2, 3
Cc1cc(C)cc(-n2nnnc2-c2cn(C)nc2C(F)(F)F)c1
→ -12, -3, 16, 7, -16, -6, -3, -3, 0, -8
COc1ccc(Br)cc1/C=C/C(=O)c1ccc(NC(C)=O)cc1
→ /, 3, 1, 0, 7, /, /, -2, /, /
CC(=O)C1C(c2ccc(F)cc2)C2C(C)=NN=C2CC1(C)O (stereo not drawn)
→ -19, -1, -2, 4, -12, -11, 3, 0, -4, 16
Cc1ccc(SCc2ccc(C(=O)NCc3ccncc3)cc2)cc1
→ 8, -3, -3, 2, -6, -9, 2, -3, 0, 8
O=C1CN(C(=O)c2ccccc2F)c2ccccc2N1
→ -10, 0, 2, 3, -18, 0, 5, -1, -3, 17
COCCn1c(SCC(=O)Nc2cc(C)on2)nc2ccccc21
→ -25, 4, 3, /, -11, -8, 3, -2, 2, -8
Cc1ccc(C)c(N2CCN(C(=O)Cn3c(=O)oc4cc(S(=O)(=O)N5CCCC5)ccc43)CC2)c1
→ -6, 3, -1, 1, -13, -8, 4, -3, 1, 9
CN(C)CCNC(=S)Nc1ccc(Cl)cc1Cl
→ -1, 1, /, 7, -1, 3, -1, 3, -2, -9
Cc1ccc(-c2nnc(N3CCOCC3)c3ccccc23)cc1S(=O)(=O)NCC1CCCO1 (stereo not drawn)
→ 7, 5, -2, 7, 9, -1, 1, -3, 0, 27
CC(C)OCCCNC(=O)c1ccc2c(c1)S(=O)(=O)c1ccccc1C2=O
→ -4, -4, 1, -7, 4, -4, 0, -3, 5, -16
O=c1oc2ccccc2cc1-c1csc(Nc2ccc(O)cc2)n1
→ 125*, -2, 0, -2, -154, 74, -5, 6, 1, -171
COc1ccc(OCc2cc(C(=O)N(C)Cc3cc(C4CC4)n[nH]3)no2)c(Cl)c1
→ 7, 0, 1, 0, -92, 1, -10, 3, 1, -189
O=C(NCc1cccnc1)C(=O)NCC(c1ccco1)N1CCOCC1 (stereo not drawn)
→ 6, -3, -2, -7, -5, -1, 8, -4, -3, -8
COc1cc(C(=O)Nc2cc(C(F)(F)F)ccc2N2CCOCC2)ccc1OCC(=O)N1CCOCC1
→ -2, /, -1, /, /, -7, 0, /, -1, -32
CN(C(=O)c1cc([N+](=O)[O-])ccc1N1CCCC1)C1CCCCC1
→ 11, 3, 4, 0, -16, 3, -3, 1, -3, 0
COc1cccc(OC)c1C(=O)NC(=S)Nc1ccc2c(c1)OCCO2
→ -27, 0, 0, -6, -58, -31, 1, 5, 1, -38
COc1cc(/C=C(\C#N)c2nc(-c3cc4ccccc4oc3=O)cs2)ccc1O
→ 11, -2, 0, 0, 9, 8, 6, 3, 3, 11
O=C(NC1CCCC1)c1ccc(Br)o1
→ 3, 1, -1, -3, -18, 0, 3, 0, 2, 23
CC(=O)Nc1ccc(NS(=O)(=O)c2cccc3nonc23)cc1
→ 10, 5, -2, -9, -3, -5, 2, -1, /, -15
O=C(Nc1ccccc1F)n1ncc2cc(Cl)ccc21
→ 7, -4, 0, 0, -14, -1, 14, -10, -3, -73
COc1ccccc1CNCc1ccc(OC)c(OC)c1OC
→ 2, -1, 1, 0, 8, 5, -3, 9, -3, 1
Cc1cc(C(=O)NNC(=S)NC(C)c2ccccc2)cs1 (stereo not drawn)
→ 7, 1, -7, -4, -50, -6, 16, 1, -5, -2
O=C(NCC1COc2ccccc2O1)C1CCCN(S(=O)(=O)c2cnc[nH]2)C1 (stereo not drawn)
→ 17, -1, -2, 8, -27, -1, -2, -1, 1, 2
NC(=O)C1CCCN(C(=S)Nc2ccccc2)C1 (stereo not drawn)
→ -25, -5, 2, -10, -3, -12, 0, 0, 4, 7
COc1ccc([N+](=O)[O-])cc1NC(=O)C(C)N1CCCC1 (stereo not drawn)
→ 5, -4, -1, -3, 0, -7, -6, 4, -4, 14
O=C(CSc1c2c(nc3cc(Cl)ccc13)CCCC2)NCCN1CCOCC1
→ 65*, 6, /, 3, -20, 43, 1, 5, 3, 11
Cc1ccccc1NC(=O)COc1ccc2oc(=O)cc(C)c2c1
→ -2, -1, /, -6, -14, 0, 10, -1, -1, 17

This is a subset (hit frequency here may not be typical).
